Assay outcomes from PubChem BioAssay.
S100A4 MyoIIA: inhibitors of S100A4-myosin IIA peptide binding, primary screen, biochemical, fluorescence polarization, TAMRA-MyoIIA peptide; Protein S100-A4 (Homo sapiens), P26447; inhibition, % at 10.7 µM; 360,000 tested, 0.14% active; AID 652163, 2013;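 active = mean inhibition of at least 70% across replicates, with every replicate also reaching that level; inconclusive = mean inhibition reaches 70% but some replicates fall short; inactive = mean inhibition below 70%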
Target sequence (P26447 whole entry, looked up): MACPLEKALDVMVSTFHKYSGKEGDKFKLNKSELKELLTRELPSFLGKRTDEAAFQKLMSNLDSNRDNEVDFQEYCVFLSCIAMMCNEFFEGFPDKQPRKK
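System – human S100A4 monomer protein, biochemical binding assay · Buffer or medium – Calcium-containing HEPES buffer, pH 7.2 · Timing – 5 min between mix addition and reading · Also added – TAMRA-labelled myosin IIA heavy-chain peptide probe, 5 nM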
E-sel inducer: E-selectin induction in HUVECs, primary screen, imaging, HUVEC, immunofluorescence imaging, single point; P16581; normalized: neutral wells 0, TNF-alpha wells 100; activation, % at 7.58 µM; 260,000 tested, 0.37% active; AID 686992, 2013;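 active = mean E-selectin-positive cell signal at least 10% of the positive control, reached in at least 60% of replicates, without over 20% cell loss; inconclusive = no rule given, readout overlaps actives, possibly toxicity-flagged; inactive = the rest, including those meeting only one limit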;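 note: in these data hits start at about 27%; measured in HUVEC primary endothelial cells; signal is the percent of cells scored E-selectin positive by PE staining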
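Test system – human umbilical vein endothelial cells (HUVEC), E-selectin induction · Input – 3,000 HUVEC seeded per well · Buffer or medium – EGM-2, gelatin · Compound dosing – single-point compound dose · Detection – immunofluorescence imaging · Measure – percent E-selectin-positive cells · Controls – TNF-alpha high, DMSO low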
DENV2 CPE rescue: inhibitors of DENV2 cytopathic effect, primary screen, cell-based, plate reader, single concentration. DENV2-infected cells, cytopathic effect rescue. CPE inhibition, % at 9.99 µM. 350,000 tested, 1.7% active; in the data active = CPE inhibition above about 20%, passing the limit was not always enough; inconclusive = no clear call, values can overlap the other calls; tested in BHK-21 cells;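 note: 0% = median of neutral control wells and 100% = median of positive control wells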
C2C12 statin: suppressors of statin myotoxicity in C2C12 myotubes, primary screen, cell-based, single point, plate reader; rescue of ATP level, % at 7.49 µM; C2C12 myotubes + simvastatin, ATP luminescence, 48 h; scaled: DMSO 0, geranylgeraniol control 100; 330,000 tested, 0.78% active;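 active = mean ATP rescue above about 67%, or every replicate alone reaching that limit, limit read from the data, passing the limit was not always enough; inconclusive = no clear call, values can overlap the other calls; inactive = mean under the limit and some replicate under it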;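 note: myotubes were challenged with 10 µM simvastatin during compound exposure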
ERp5 block: inhibitors of ERp5-driven insulin aggregation, primary screen, biochemical, turbidity, absorbance 650 nm, single point | 90 min | inhibition, % at 9.99 µM | 350,000 tested, 0.05% active | AID 651711, 2012;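 active = mean replicate inhibition above about 25%, with every replicate also reaching it, limit read from the data, passing the limit was not always enough; inconclusive = only one of those two criteria met; inactive = neither criterion met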
Target sequence (Q15084 whole entry, looked up): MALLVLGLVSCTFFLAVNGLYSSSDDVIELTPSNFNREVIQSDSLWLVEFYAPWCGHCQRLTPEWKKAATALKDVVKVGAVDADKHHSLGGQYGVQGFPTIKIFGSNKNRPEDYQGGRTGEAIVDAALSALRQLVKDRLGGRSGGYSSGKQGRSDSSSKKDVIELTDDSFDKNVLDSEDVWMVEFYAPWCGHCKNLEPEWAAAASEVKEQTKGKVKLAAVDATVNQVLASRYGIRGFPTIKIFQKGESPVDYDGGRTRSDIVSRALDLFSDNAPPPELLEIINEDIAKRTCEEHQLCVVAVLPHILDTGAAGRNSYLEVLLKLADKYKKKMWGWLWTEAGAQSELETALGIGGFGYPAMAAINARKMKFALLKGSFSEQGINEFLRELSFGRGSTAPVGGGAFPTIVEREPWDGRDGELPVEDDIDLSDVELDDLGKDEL
PglD DTNB: C. jejuni PglD acetyltransferase inhibitors, primary screen, biochemical, DTNB colorimetric, single point | 360,000 tested, 0.098% active | purified PglD enzyme, DTNB colorimetric CoA detection | AID 602405, 2012 | UDP-N-acetylbacillosamine N-acetyltransferase PglD (Campylobacter jejuni) | inhibition, % at 12.5 µM; in the data active = inhibition above about 16%, passing the limit was not always enough; inconclusive = no clear call, values can overlap the other calls; note: strong numbers were not always called active
SIRT5 inh: SIRT5 desuccinylase inhibitors, primary screen, biochemical, fluorescence imaging, single point, set 5 | AID 652115, 2013 | Purified SirT5, succinyl-peptide AMC, trypsin-coupled fluorescence | inhibition, % at 15 µM | NAD-dependent protein deacylase sirtuin-5, mitochondrial (Homo sapiens), Q9NXA8 | 330,000 tested, 1.1% active; in the data active = inhibition above about 15%; inconclusive = no clear call, values can overlap the other calls
Target sequence (Q9NXA8 whole entry, looked up): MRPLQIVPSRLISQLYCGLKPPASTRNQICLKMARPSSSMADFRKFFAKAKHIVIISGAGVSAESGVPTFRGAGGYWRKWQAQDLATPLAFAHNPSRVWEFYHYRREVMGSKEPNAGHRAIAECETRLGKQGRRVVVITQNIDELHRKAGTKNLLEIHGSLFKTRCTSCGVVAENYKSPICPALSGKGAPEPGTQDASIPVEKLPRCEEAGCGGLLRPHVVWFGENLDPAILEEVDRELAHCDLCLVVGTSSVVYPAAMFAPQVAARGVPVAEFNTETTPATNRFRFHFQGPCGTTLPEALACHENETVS
An asterisk follows results filed as active; ? = inconclusive; · = no result given; & = joins results of further samples. Some of the compounds tested; rates above refer to the full screens.

SMILES	S100A4 MyoIIA	E-sel inducer	DENV2 CPE rescue	C2C12 statin	ERp5 block	PglD DTNB	SIRT5 inh
C[C@@H]1CN([C@H](C)CO)C(=O)c2cc(Br)cnc2O[C@H]1CN(C)Cc1ccccc1	-9&-37	-0.2	1&3	7&0	5&-18	-4&1	0&-2
CN(C)C(=O)C[C@H]1C[C@@H]2c3cc(NC(=O)Nc4ccccc4)ccc3O[C@@H]2[C@@H](CO)O1	·	-0.3	-6	4	·	2	·
C[C@H](CO)N1C[C@H](C)[C@H](CN(C)Cc2ccc(-c3ccccc3)cc2)Oc2c(NS(=O)(=O)c3ccccc3)cccc2C1=O	-3	0.4	-10	2	-5	2	0
O=C(CSc1ccc(-c2ccc(Cl)cc2)nn1)N1CCCc2ccccc21	-5	-1.0	-1	·	0	-2	4
C[C@@H]1CN([C@H](C)CO)C(=O)c2cc(NS(=O)(=O)c3ccccc3)ccc2O[C@@H]1CN(C)C(=O)Nc1ccccc1	1	-0.2	-7	-4	1	0	1
N#Cc1ccc(-c2ccc([C@H]3[C@@H](CO)N4CCCCN(S(=O)(=O)c5ccccc5)C[C@H]34)cc2)cc1	-1	0.1	0	·	0	-7	2
O=S(=O)(Cc1ccccc1)N1CCCCN2[C@H](CO)[C@H](c3ccc(-c4cccnc4)cc3)[C@H]2C1	-10	-0.3	17	16	-1	5	10
Cc1ccc2nc(CN(C)C(=O)[C@H]3O[C@@H](n4cnc(C(N)=O)n4)[C@H](O)[C@@H]3O)[nH]c2c1	-6	-0.3	8	·	-4	·	-2
C[C@H](CO)N1C[C@H](C)[C@@H](CN(C)C(=O)Nc2ccccc2)OCCCC[C@H](C)Oc2ccc(NC(=O)CCCN(C)C)cc2C1=O	-18	0.5	-10	·	-3	-1	4
CCCC#Cc1ccc([C@H]2[C@H](C#N)N(S(=O)(=O)c3cccc(F)c3)[C@H]2CO)cc1	-11	-0.7	-15	11	-5	1	·
CC(C)(C)S(=O)(=O)c1cnc(N2CCOCC2)nc1N	10	2.9	0	·	1	·	0
C[C@H](CO)N1C[C@H](C)[C@@H](CN(C)C(=O)Nc2ccc(C(F)(F)F)cc2)OCc2cn(nn2)CCCC1=O	1&6	0.0&-0.8	7&-6	-4&-7	1&-2	0	0&-2
CCOc1ccc(Cn2nnc(C(=O)Nc3cc(C)cc(C)c3)c2N)cc1	0	0.0	-6	3	-2	10	-1
O=C(NCCc1ccc(F)cc1)NC12CC3CC(CC(C3)C1)C2	0	·	3	-2	3	-7	1
Cc1c(NC(=O)C(=O)N/N=C/c2cccs2)c(=O)n(-c2ccccc2)n1C	-4	0.2	-2	1	2	·	3
C[C@@H]1CN([C@H](C)CO)C(=O)c2cc(NS(C)(=O)=O)ccc2O[C@@H]1CN(C)CC1CC1	-4	1.0	2	17	9	1	0
Cc1nc(SCC(=O)NC(C)c2ccccc2)c2oc3ccccc3c2n1 (stereo not drawn)	·	1.2	·	12	·	2	·
CC(C)Cn1c(N)c(C(=O)COC(=O)c2c(F)cccc2F)c(=O)n(C)c1=O	-1	2.2	0	0	4	-4	-1
COc1cccc(C=C(C#N)C(=O)c2ccccc2)c1	7	1.2	-4	·	0	·	-2
Cc1ccc2c(c1)c1c3n2CCN(C(=O)CCl)C3CCC1 (stereo not drawn)	-9	0.1	-6	13	3	2	-6

The last 4 compounds of the part before lead into the next:
SMILES	S100A4 MyoIIA	E-sel inducer	DENV2 CPE rescue	C2C12 statin	ERp5 block	PglD DTNB	SIRT5 inh
Cc1nc(SCC(=O)NC(C)c2ccccc2)c2oc3ccccc3c2n1 (stereo not drawn)	·	1.2	·	12	·	2	·
CC(C)Cn1c(N)c(C(=O)COC(=O)c2c(F)cccc2F)c(=O)n(C)c1=O	-1	2.2	0	0	4	-4	-1
COc1cccc(C=C(C#N)C(=O)c2ccccc2)c1	7	1.2	-4	·	0	·	-2
Cc1ccc2c(c1)c1c3n2CCN(C(=O)CCl)C3CCC1 (stereo not drawn)	-9	0.1	-6	13	3	2	-6
CCc1cc(C(=O)NNC(=O)c2csc(N3CCOCC3)n2)sc1C	-4	0.2	-6	-5	4	1	-4
CCC(=O)N1CC(=O)N2[C@H](C1)[C@H](c1ccc(C#CCC(C)C)cc1)[C@@H]2CO	-12	0.2	-14	·	-2	·	5
COc1ccc(-c2ccc([C@H]3[C@@H](C#N)N(C(=O)NC(C)C)[C@H]3CO)cc2)cc1	15	0.1	-13	-12	-4	-1	13
Cc1nc(C)c(-c2csc(Nc3ccc(F)cc3)n2)s1	-11	·	0	·	3	·	1
Cc1cc(C)c(Cn2cnc(-c3ccc([N+](=O)[O-])cc3)c2)c(C)c1	4	·	-5	-7	-81	6	-1
CCOC(=O)C1C(c2cccc([N+](=O)[O-])c2)C2C(=O)NN=C2CC1(C)O (stereo not drawn)	-2	·	-2	·	7	·	-2
COCCSc1nnc(NC(=O)CSCc2ccccc2)s1	-3	·	·	19	5	-3	·
CCCCCOc1ccccc1C(=O)NCCCCCC(=O)O	-6	1.3	-1	24	-4	-2	1
CC1(c2nnnn2Cc2ccccc2)CCC(=O)N1Cc1ccco1 (stereo not drawn)	-2	0.8	-6	·	1	·	-3
CC1CN(c2ccccc2)CCN1C(=O)c1cc(COc2c(F)cccc2F)on1 (stereo not drawn)	-2	·	4	-7	7	-3	-1
CCC(=O)NC(c1ccco1)c1cc(Cl)c2ccccc2c1O (stereo not drawn)	-1	-0.1	-1	6	8	9	-1
Cc1ccc(C(=O)Nc2ccc3c(c2)CCC3)cc1	3	3.2	-8	-30	1	·	0
Cc1ccc(N2C(=O)N3[C@H](c4ccc(Br)cc4)[C@@H]4C(=O)N(C(C)(C)C)C(=O)[C@@H]4[C@]3(C)C2=O)cc1	-3	·	7	-1	-5	1	·
O=C(COC(=O)c1cc(=O)[nH]c2ccccc12)NCc1cccc(Cl)c1	1	?	0	-1	5	3	0
COC(=O)[C@H](Cc1ccccc1)NC(=O)Nc1ccc(OC)cc1	-1	0.1	11	·	-2	·	-3
CCC(=O)N(c1nnc(SCC(=O)Nc2sccc2C(N)=O)s1)C1CC1	14	·	9	5	-6	0	6
CN(C)C(=O)c1ccc(NC(=O)CSc2nnc(-c3ccc4c(c3)OCO4)o2)cc1	3	-1.6	?	-5	14	3	-10
O=C(CCn1cccn1)Nc1ccc2c(c1)OCCO2	-4	·	-6	3	2	-1	-10
CCc1ccc(NC(=O)CSc2nc(=O)n(CCCN3CCOCC3)c3c2CCC3)cc1	10	0.0	6	0	2	1	0
CCc1cc2c(SCC(=O)N3CCN(C(=O)c4cccs4)CC3)ncnc2s1	-4	-0.2	-3	1	5	4	·
CC(=O)OCC1(C)CN(c2ccccc2)NC1=O (stereo not drawn)	-16	·	-4	·	-3	·	-6
CN1c2ccc(-c3cccc(F)c3)cc2[C@H]2[C@H](CCN2C(=O)Cc2cccnc2)[C@H]1CO	·	-0.5	113*	9	·	1	·
O=C(C(=O)N1CCN(C(=O)c2ccccc2C(F)(F)F)CC1)c1cccc(C(F)(F)F)c1	1	-0.1	14	·	0	·	·
CC(=O)NC[C@H]1[C@H](c2ccc(C3=CCCCC3)cc2)[C@@H](CO)N1C(=O)NC(C)C	·	0.0	-15	16	·	0	·
O=C(N/N=C\C=C\c1ccc2c(c1)OCO2)c1ccc(F)cc1	-1	·	6	-17	-6	5	-5
C[C@@H]1CN([C@@H](C)CO)C(=O)c2cccc(NS(=O)(=O)c3cn(C)cn3)c2O[C@H]1CN(C)CC1CCCCC1	-2	1.3	33*	-24	-2	0	-4
Cc1ccc(NC(=S)N(Cc2cccs2)Cc2cc3cc(C)cc(C)c3[nH]c2=O)cc1	9	·	3	·	0	·	1
CCN(CC(=O)Nc1c(F)cccc1F)C(=O)CSCc1ccc(C)cc1	-3	-0.1	-5	1	2	-4	·
CC1CC(C)(C)NC(=S)N1CCC(=O)N1CCc2ccccc2C1 (stereo not drawn)	-1	-0.1	3	·	2	·	-4
Cc1ncoc1C(=O)N1CCCC(C(=O)c2cccc(OC(C)C)c2)C1 (stereo not drawn)	-1	·	2	·	-9	·	6
CCCCc1cc(=O)oc2cc(OCC(=O)NCCN3CCOCC3)c(Cl)cc12	-1	·	3	7	-2	1	0
O=C(NCC1OCCc2ccccc21)c1cc(COc2c(F)cccc2F)on1 (stereo not drawn)	1	·	1	·	7	·	0
C[C@H]1CN([C@@H](C)CO)C(=O)Cc2cc(NC(=O)Nc3ccc(C(F)(F)F)cc3)ccc2O[C@@H]1CN(C)Cc1ccc(-c2ccccc2)cc1	26	0.5	-12	33	-4	1	6
CCOc1cc(C(=S)N2CCOCC2)ccc1OC(=O)c1ccccc1	0	-0.1	-4	48	1	-5	-2
COC(=O)COc1ccc2oc(=O)cc(-c3cc4cccc(OC)c4o3)c2c1	0	·	5	10	-2	-3	2
O=C(O)c1cccc2c1C(=O)c1cc([N+](=O)[O-])ccc1-2	-6	-0.2	4	·	8	·	-2
C/C=C/c1ccc2c(c1)O[C@H](CN(C)Cc1cccnc1)[C@H](C)CN([C@H](C)CO)S2(=O)=O	43	0.4	-4	-7	-2	0	8
O=C(NCC(=O)N(CC1CCCO1)C(C(=O)NC1CCCCC1)c1cccnc1)c1cccs1 (stereo not drawn)	-4	1.8	-5	·	0	6	-4
Cc1ccc(-c2nc3c(c(=O)[nH]c(=O)n3CC(C)C)n2CC(C)C)cc1[N+](=O)[O-]	9	2.4	2	·	4	·	0
C[C@H](CO)N1C[C@H](C)[C@@H](CN(C)Cc2ccccc2F)Oc2ncc(C3=CCCCC3)cc2C1=O	-4	-0.1	-12	31	0	0	0
COc1ccc(CCN=C(N)NS(=O)(=O)c2ccccc2)cc1OC	5	-0.8	2	·	-6	·	-3
CCCOC(=O)c1ccc(NC(=O)CC(C)(C)C)cc1	-7	·	0	·	2	·	-5
Cc1cc(C(=O)COC(=O)C2=NNC(=O)CC2)c(C)n1CCc1ccccc1	-2	·	4	4	4	-3	3
CCc1ccc(OCCOCC(O)CNC2CCCC2)cc1 (stereo not drawn)	0	8.1	3	·	-1	·	1
N#C[C@H]1[C@@H](c2ccccc2-c2ccccc2F)[C@@H](CO)N1C(=O)Cc1ccccc1	-6	0.0	20	·	-3	·	2

A second format for part of the listing above:
mol | S100A4 MyoIIA | E-sel inducer | DENV2 CPE rescue | C2C12 statin | ERp5 block | PglD DTNB | SIRT5 inh
C[C@H](CO)N1C[C@H](C)[C@@H](CN(C)C(=O)Nc2ccc(C(F)(F)F)cc2)OCc2cn(nn2)CCCC1=O | 1&6 | 0.0&-0.8 | 7&-6 | -4&-7 | 1&-2 | 0 | 0&-2
CCOc1ccc(Cn2nnc(C(=O)Nc3cc(C)cc(C)c3)c2N)cc1 | 0 | 0.0 | -6 | 3 | -2 | 10 | -1
O=C(NCCc1ccc(F)cc1)NC12CC3CC(CC(C3)C1)C2 | 0 | · | 3 | -2 | 3 | -7 | 1
